# Hsp70 inhibitors – Hsp70 inhibitors, probe displacement, primary screen, biochemical, fluorescence polarization (AID 583). Hsp70 fluorescence polarization probe displacement, mP; higher % means a stronger effect. displacement, % at 20 µM, or IC50 in µM where a hit was titrated. 140,000 compounds, 0.06% hits; in the data active = displacement above about 50%;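 also: plate controls were vehicle for no effect and reference ligand for full effect; a part of the inactive calls stands beside numbers as strong as those of hits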
# MKP-3 inhibition – MKP-3 phosphatase inhibitors, primary screen, biochemical, rat enzyme, in vitro (AID 425); recombinant MKP-3 phosphatase activity, fluorescence; higher % means a stronger effect; inhibition, % at 20 µM; hits with a dose series show IC50 in µM; 110,000 compounds, 0.17% hits; in the data active = inhibition above about 50%;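 also: plate controls were vehicle for no effect and reference inhibitor for full effect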
# An asterisk follows results filed as active; . = no result given; & = joins results of further samples. These rows are one share of the data; the hit share may differ from the screen's.
Hsp70 inhibitors	MKP-3 inhibition	Molecule
4.3%	-5.5%	CCCn1nc(C(=O)NCCN2CCOCC2)c2ccccc2c1=O
-2.5%	.	S=C(c1ccc2c(c1)OCO2)N1CCCCCC1
1.1%	2.2%	O=C(COC(=O)c1ccc(Cl)c([N+](=O)[O-])c1)c1ccc(Cl)cc1
-4.1%	2.4%	O=c1c2cccc3c(N4CCOCC4)ccc(c32)c2nc3ccccc3n12
-0.1%	-4.0%	COc1ccc(N2CCN(Cc3cc(=O)oc4cc(C)c(Cl)c(C)c34)CC2)cc1
-3.0%	-2.1%	O=C(Nc1nc2ccc3ccccc3c2s1)c1cccc(Br)c1
5.8%	0.6%	CCc1ccc(C2Nc3ccccc3NC3=C2C(=O)CC(c2ccccc2)C3)s1 (centres undefined)
8.3%	-12.4%	COc1ccc(C(=O)NC2CCN(C(=O)NC3CCCCC3)CC2)cc1
3.0%	-0.2%	CC(C)(C#N)OC(=O)Nc1ccccc1
1.4%	-8.6%	COCc1cc(C)c2c(N)c(C#N)sc2n1
4.1%	3.0%	C=CCOc1ccc2c(=O)c(-c3ccccc3OC)coc2c1
-2.9%	5.7%	CC1(C)C(=O)NC(=O)N1CN1C(=O)NC(=O)C1(C)C
-0.8%	-2.8%	COc1ccc(N(C(=O)c2ccco2)C(C(=O)NC2CCCC2)c2ccc(N(C)C)cc2)cc1OC (centres undefined)
0.5%	.	CCC(C)[C@H](N)c1nnc(SCC(=O)c2ccc(Cl)cc2)o1 (some centres undefined)
2.0%	6.3%	COc1ccc(N2C(=O)CSC23C(=O)Nc2ccccc23)cc1OC (centres undefined)
-6.5%	2.8%	COc1cc2c(cc1NC(=O)CN1C(=O)c3ccccc3C1=O)oc1ccccc12
-4.9%	4.6%	COc1cc2nc(SCC(N)=O)n(CCC3=CCCCC3)c(=O)c2cc1OC
8.9%	-11.1%	N#Cc1ccc(CSCC(=O)O)cc1
-4.7%	-5.2%	CCOc1ccccc1N(C(=O)c1snc(C(N)=O)c1N)C(C(=O)NC1CCCC1)c1ccco1 (centres undefined)
3.1%	-16.7%	COc1ccc(N(CC(=O)NC2CCCC2)C(=O)Cn2nnc(-c3ccc(C)cc3)n2)cc1
-5.2%	5.3%	CCc1ccc2oc(-c3ccc(C)c(NC(=O)c4cc(OC)cc(OC)c4)c3)nc2c1
3.9%	-5.6%	Cc1c(C(Nc2ccccn2)c2ccccc2)c(=O)n(-c2ccccc2)n1C (centres undefined)
-2.0%	-2.0%	COc1ccc(C(=O)N2CCN(c3ccccc3OC)CC2)cc1
-3.3%	3.4%	COC(=O)c1ccc(/C=C2\SC(=S)N(Nc3ccccc3)C2=O)cc1
1.9%	-7.8%	CC(C)(C)NC(=O)C(c1ccco1)N(C(=O)c1ccc(CN2CCOCC2)o1)c1ccccc1 (centres undefined)
2.0%	.	COc1cc2c(cc1OC)C(c1cc3cc4c(cc3[nH]c1=O)OCO4)N(C(=O)C1CC1)CC2 (centres undefined)
-3.2%	.	COc1ccc(N2CCN(C(=O)NC3CCCCC3)CC2)cc1
7.1%	-13.5%	Cc1ccc(OCc2nnc(NC(=O)Cc3cccs3)s2)cc1
4.1%	7.6%	Cc1cc2c(cc1C)N(Cc1ccc(Cl)cc1)C1=NCCCN12
1.8%	-1.5%	O=C(CC(c1ccco1)C1CCCCC1=O)c1ccco1 (centres undefined)
2.1%	5.5%	CCc1cc(=O)oc2cc(C)cc(OC(C)=O)c12
-0.4%	.	CCC1(C)Cc2c(sc3nc(SC)n(Cc4ccccc4)c(=O)c23)CO1 (centres undefined)
0.0%	-5.2%	O=C(Nc1ccc2c(c1)OCO2)N1CCN(c2cccc(C(F)(F)F)c2)CC1
0.1%	4.2%	CC(O)c1nc2ccccc2n1C1CCCCC1 (centres undefined)
3.9%	-4.5%	CC(C)C(=O)Nc1cccc(NC(=O)CCN2C(=O)c3ccccc3S2(=O)=O)c1
-6.0%	.	Cc1c(CN(C)C(=O)c2ccc(Br)o2)cnn1C
5.9%	3.0%	O=C(NC(=S)Nc1ccc2oc(-c3ccc(I)cc3)nc2c1)c1ccco1
-0.9%	3.6%	C[C@@H](NC(=O)c1coc(=O)c(Br)c1)c1ccccc1
2.3%	.	O=C(NCc1ccco1)C1CCN(Cc2ccc(F)cc2)CC1
-7.0%	-6.3%	CCOC(=O)c1ccc(NC(=O)NC2CCN(CC(=O)NCc3ccc4c(c3)OCO4)CC2)cc1

# In the list so far, these contain fluorine:
Hsp70 inhibitors	MKP-3 inhibition	Molecule
0.0%	-5.2%	O=C(Nc1ccc2c(c1)OCO2)N1CCN(c2cccc(C(F)(F)F)c2)CC1
2.3%	.	O=C(NCc1ccco1)C1CCN(Cc2ccc(F)cc2)CC1

# Remaining list, next part
Hsp70 inhibitors	MKP-3 inhibition	Molecule
-1.5%	1.7%	CCOc1ccc(S(=O)(=O)n2ccnc2)c2ccccc12
0.1%	-6.7%	CCOC(=O)c1cnc(-n2nc(C)cc2C)nc1Nc1ccc(N(C)C)cc1
6.6%	-14.4%	CCN(CC)S(=O)(=O)c1csc(C(=O)NC2CCCCC2)c1
-4.4%	-0.5%	COc1ccc(NC(=O)c2ccc(Cl)cc2)c2ncccc12
2.1%	2.3%	CC(=O)c1cccc(NC(=O)c2ccc(-c3ccc(Cl)cc3Cl)o2)c1
-0.7%	-0.2%	Cc1ccccc1NC(=O)c1c(NC(=O)Cc2ccccc2)sc2c1CCC(C)C2 (centres undefined)
-0.3%	.	Cc1cccc(N(C(=O)c2cnc3n(c2=O)CCS3)C2CCCCC2)c1
7.1%	.	O=C(O)CC(NC(=S)NCc1ccccc1)C(=O)O (centres undefined)
3.2%	.	Cc1cccc(C2(c3cccc(C)c3)OC(=O)c3ccccc32)c1
5.6%	3.4%	CCC(Oc1ccccc1)C(=O)NCc1cccnc1 (centres undefined)
9.7%	-1.5%	OC1CCN(c2c3c(nc4cc(-c5cccc(F)c5)nn24)CCCC3)CC1
1.4%	-7.8%	COc1ccc(C2C(C(=O)OC(C)C)C(=O)CC(C)(O)C2C(=O)OC(C)C)cc1 (centres undefined)
-0.5%	-8.4%	Cc1nn(-c2ccccc2)c2c1C(=O)NC(=O)C(C)(C)C2
-5.7%	4.9%	COc1ccc(COC(=O)C2=C(C)NC3=C(C(=O)CCC3)C2c2cccc3ccccc23)cc1 (centres undefined)
0.2%	-5.1%	COc1ccc(CC(=O)Nc2cccc(-c3nnc(-c4ccco4)o3)c2)cc1
2.5%	.	CCn1c(SCC(=O)OC)nnc1-c1ccncc1
11.6%	2.3%	CCC(=O)N1c2ccc(OC)cc2C(=C2SC(C(=O)OC)=C(C(=O)OC)S2)C(=S)C1(C)C
1.9%	-0.7%	FC(F)(F)c1cc(-c2ccccc2)nc(NCC2CCCO2)n1 (centres undefined)
-1.4%	1.8%	CCOc1ccccc1OCCOc1ccc(Cl)c(CC)c1
-2.6%	-2.8%	C=CCSc1nnc(Cc2c(C)[nH]c3ccccc23)o1
2.1%	-6.6%	COCCCNC(=O)C1CCCN(C(=O)Nc2ccc(OC)cc2)C1 (centres undefined)
3.3%	1.9%	COc1cc(C)nc(NS(=O)(=O)c2ccccc2)n1
-2.0%	6.0%	Cc1csc(=Nc2ccc(S(=O)(=O)N3CCOCC3)cc2)n1Cc1ccco1
0.1%	-3.6%	O=C(c1cccc(OC(F)F)c1)N1CCN(c2ncccn2)CC1
3.2%	13.8%	CC(=O)c1cc(C#N)c(SCC(=O)OC(C)(C)C)nc1C
-4.7%	-1.7%	COc1ccc(/C=C(/C#N)c2cccnc2)cc1OC
1.9%	-5.7%	COc1ccc(CC(=O)Nc2c3c(nn2-c2cccc(C)c2C)CS(=O)(=O)C3)cc1
39.2%	-0.4%	CCN(CC)c1ccc2c(Cl)c(Br)c(=O)oc2c1
1.1%	.	NC(=O)/C(=N\OC(=O)c1ccco1)c1nc(-c2ccc(Br)cc2)cs1
-7.3%	7.0%	N#C/C(=C\c1ccc(-c2ccc(Br)cc2)o1)C(=O)N1CCCCC1
-4.7%	.	Cc1ccc(C(=O)OCC(=O)Nc2ncc(Cl)cc2Cl)cc1NC(=O)c1ccco1
-3.8%	19.7%	Nc1nnc(SCC(=O)Nc2ccc3c(c2)oc2ccccc23)s1
7.5%	1.8%	Cc1cc(C)n2c(SCc3ccc(C#N)cc3)nnc2n1
-2.6%	0.2%	O=C(O)c1cnn2c1NC(c1ccc3c(c1)OCO3)CC2C(F)(F)F (centres undefined)
-2.3%	3.5%	Cc1cc(/C=C2/NC(=S)NC2=O)c(C)n1-c1ccc(C(C)(C)C)cc1
7.5%	2.1%	Cc1cc(/C=C2/SC(=O)NC2=O)c(C)n1C
1.0%	-4.3%	CCOc1ccc(-c2cc(CCCC(=O)NCc3ccco3)no2)cc1
-0.9%	3.8%	O=C(/C=C/c1ccc(-c2ccccc2[N+](=O)[O-])o1)c1ccc(F)cc1
2.8%	2.6%	CC(C)(C)C1CCc2onc(C(=O)Nc3cnn(Cc4ccc(F)cc4)c3)c2C1 (centres undefined)
4.9%	.	CCCNS(=O)(=O)c1ccc(CCC(=O)N2CCN(c3ccc(OC)cc3)CC2)cc1
-2.0%	2.2%	CCn1ccnc1C(O)(c1ccccc1)c1ccc(C)cc1 (centres undefined)
4.5%	-7.6%	CC(=O)Nc1ccc(NS(=O)(=O)c2cn(C)c(=O)n(C)c2=O)cc1
.	-3.0%	COc1ccc(-c2cc(C(=O)NCC(C)C)no2)cc1
5.7%	.	Cc1cccc(N(CC(O)CON=C2c3ccccc3-c3ccccc32)S(C)(=O)=O)c1 (centres undefined)
-2.0%	.	COc1cc(C2C(C(C)=O)=C(O)C(=O)N2c2ccc(C)cc2)ccc1O (centres undefined)
3.1%	-9.4%	CCOC(=O)c1c(C)nc2c(C#N)cnn2c1C
-2.4%	0.7%	C[N+]1(CCOS(=O)C23CC4CC(CC(C4)C2)C3)CCOCC1 (centres undefined)
0.8%	-6.1%	CCOc1ccccc1C(=O)Nc1ccccc1O
2.7%	-8.7%	COc1ccc(-c2ccc(=O)[nH]n2)cc1
2.3%	4.1%	COc1cc(C(=O)NC(NC(=S)Nc2ccc(F)cc2)C(Cl)(Cl)Cl)cc(OC)c1OC (centres undefined)

# Next section
Hsp70 inhibitors	MKP-3 inhibition	Molecule
-8.4%	3.3%	COc1ccc(CC(=O)Nc2ccc(C)c(C)c2)cc1OC
3.3%	3.7%	Cc1cc(C)cc(OCC(=O)N2CCCCCC2)c1
9.2%	-1.5%	COc1ccccc1NCN1C(=O)S/C(=C/c2ccc(OC)c(OC)c2)C1=O
8.2%	.	O=C(CCCOc1ccccc1)Nc1cccnc1
-3.0%	-2.0%	COc1cc2c(cc1OC)/C(=C/C#N)NC(C)(C)C2
1.7%	-0.4%	c1ccc(OCC2=NNC(COc3ccccc3)=NN2)cc1
1.4%	12.0%	Cc1cc(N2CCN(C(=O)c3ccco3)CC2)n2ncc(-c3ccccc3)c2n1
-1.9%	4.6%	COc1ccc(C2CC(=O)C3=C(C2)Nc2ccccc2NC3c2ccc(C(C)C)cc2)cc1 (centres undefined)
2.8%	4.8%	CCOC(=O)c1c(NC(=O)C2C3C=CC(C3)C2C(=O)O)sc2c1CCC(C(C)(C)C)C2 (centres undefined)
2.6%	2.6%	Cc1c(NC(=O)c2ccc(CN(c3ccccc3)S(C)(=O)=O)cc2)c(=O)n(-c2ccccc2)n1C
-2.4%	.	O=S(=O)(NCC1CCCO1)c1cc(Cl)ccc1Cl (centres undefined)
-2.1%	2.9%	CCOC(=O)c1c(NC(=O)c2cc(OC)c(OC)c(OC)c2)sc(C)c1C
-2.0%	-0.7%	COc1ccccc1CNc1cc(C)ccc1OC
-7.2%	2.3%	Cc1ccc(C(=O)Nc2ccccc2C(=O)NC(C)C(=O)O)cc1 (centres undefined)
2.5%	-2.4%	Cc1ccccc1N1CCN(Cc2cccc(C(=O)O)c2)CC1
-1.6%	1.9%	O=S(=O)(NCCO)c1ccc2c(c1)C(=NO)c1cc(S(=O)(=O)NCCO)ccc1-2
0.9%	2.9%	CC(=O)N(C)c1ccc(NC(=S)Nc2ccccc2)cc1
0.4%	-0.1%	Cc1cc2c(cc1C)/C(=C\C(N)=O)NC(C)(C)C2
-2.1%	.	CCOCC(=O)Nc1nnc(Cc2ccc(OC)cc2)s1
-6.0%	.	CC(OC(=O)c1cc2sccc2n1C)C(=O)NCc1ccc(F)cc1 (centres undefined)
-0.4%&1.0%	-3.8%&1.4%	CCN1C(=O)CC(N2CCN(c3ccc(Cl)cc3)CC2)C1=O (centres undefined)
-2.8%	-4.2%	CCOC(=O)c1oc2c(O)c(O)ccc2c(=O)c1-c1nncn1-c1ccccc1
-0.5%	-12.9%	O=C(CN(C(=O)CCC(=O)Nc1nccs1)c1ccc(F)cc1)NCC1CCCO1 (centres undefined)

# Grouped by structure: the entries above containing a Cl atom
Hsp70 inhibitors	MKP-3 inhibition	Molecule
1.1%	2.2%	O=C(COC(=O)c1ccc(Cl)c([N+](=O)[O-])c1)c1ccc(Cl)cc1
-0.1%	-4.0%	COc1ccc(N2CCN(Cc3cc(=O)oc4cc(C)c(Cl)c(C)c34)CC2)cc1
0.5%	.	CCC(C)[C@H](N)c1nnc(SCC(=O)c2ccc(Cl)cc2)o1 (some centres undefined)
4.1%	7.6%	Cc1cc2c(cc1C)N(Cc1ccc(Cl)cc1)C1=NCCCN12
-4.4%	-0.5%	COc1ccc(NC(=O)c2ccc(Cl)cc2)c2ncccc12
2.1%	2.3%	CC(=O)c1cccc(NC(=O)c2ccc(-c3ccc(Cl)cc3Cl)o2)c1
-1.4%	1.8%	CCOc1ccccc1OCCOc1ccc(Cl)c(CC)c1
39.2%	-0.4%	CCN(CC)c1ccc2c(Cl)c(Br)c(=O)oc2c1
-4.7%	.	Cc1ccc(C(=O)OCC(=O)Nc2ncc(Cl)cc2Cl)cc1NC(=O)c1ccco1
2.3%	4.1%	COc1cc(C(=O)NC(NC(=S)Nc2ccc(F)cc2)C(Cl)(Cl)Cl)cc(OC)c1OC (centres undefined)
-2.4%	.	O=S(=O)(NCC1CCCO1)c1cc(Cl)ccc1Cl (centres undefined)
-0.4%&1.0%	-3.8%&1.4%	CCN1C(=O)CC(N2CCN(c3ccc(Cl)cc3)CC2)C1=O (centres undefined)

# Screens as filed in PubChem BioAssay.
